# High-throughput results deposited in PubChem by National Center for Advancing Translational Sciences (NCATS).
# D1 PAM: enhances dopamine response at the human D1 receptor. potentiation, % at 10 µM. P21728. AID 504651. HEK293 TREx D1 cells, calcium flux, dopamine EC20 potentiation. 360,000 tested, 0.036% active; in the data active = potentiation above about 30%; note: 0% is about no effect
# RXFP1 ag: activates the human relaxin receptor RXFP1. Q9HBX9. HEK293T-RXFP1 cAMP TR-FRET, 30 min; response scale: percent of porcine relaxin response, buffer zero. Potency, µM (highest dose often 57.5 µM), for the others: at the highest dose activation, most hits filed as activators. 370,000 tested, 0.3% active; note: potency is the fitted concentration of half-maximal effect; % is set by controls: 0 for no effect and ±100 for the full control effect; nearly all actives have a fitted effect of over 60% in size; many of its hits are not listed in these tables
# Target sequence (Q9HBX9 whole entry, looked up): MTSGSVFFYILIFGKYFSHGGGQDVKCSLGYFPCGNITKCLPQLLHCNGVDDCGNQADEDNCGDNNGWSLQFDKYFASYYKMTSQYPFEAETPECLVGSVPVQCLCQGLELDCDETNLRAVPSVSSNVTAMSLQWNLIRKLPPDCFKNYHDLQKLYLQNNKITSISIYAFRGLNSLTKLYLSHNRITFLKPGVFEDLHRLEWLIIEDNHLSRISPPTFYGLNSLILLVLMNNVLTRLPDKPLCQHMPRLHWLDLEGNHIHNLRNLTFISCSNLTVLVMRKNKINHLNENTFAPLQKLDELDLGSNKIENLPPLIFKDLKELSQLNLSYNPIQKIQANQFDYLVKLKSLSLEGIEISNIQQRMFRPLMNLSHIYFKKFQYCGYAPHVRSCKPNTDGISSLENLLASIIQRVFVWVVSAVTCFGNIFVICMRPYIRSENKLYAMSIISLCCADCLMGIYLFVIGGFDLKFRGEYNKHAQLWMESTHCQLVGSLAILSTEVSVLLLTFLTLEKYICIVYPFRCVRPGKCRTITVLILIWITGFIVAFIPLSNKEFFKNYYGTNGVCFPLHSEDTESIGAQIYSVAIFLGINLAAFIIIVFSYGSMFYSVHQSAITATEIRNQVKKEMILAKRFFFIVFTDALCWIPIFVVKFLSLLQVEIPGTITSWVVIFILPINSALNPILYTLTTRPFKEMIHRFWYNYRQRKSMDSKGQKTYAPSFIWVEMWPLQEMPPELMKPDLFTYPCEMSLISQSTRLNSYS
#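 Agonist response is measured as cAMP accumulation in an RXFP1-transfected HEK293T line under PDE4 inhibition. Values are scaled between buffer-only and 29 nM porcine relaxin, and EC50s come from standard Hill equation fits.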
# Glioma ERSR ind: ER stress response induction in glioma; AID 602332; 420,000 tested, 0.02% active; U87-MG GRP78 promoter luciferase reporter, 16 h; Potency, µM, for inactives: top-dose activation, hits mostly activators; note: potency is the fitted concentration of half-maximal effect; series mostly up to about 76 µM; % of control where 0% means no effect; nearly all actives have a fitted effect of over 35% in size
#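 Stably transfected U87-MG glioma cells carrying a GRP78-based luciferase sensor; 16 h compound incubation. Luminescence end-point read 10 min after Bright-Glo addition at room temperature.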
# Vif-A3G inh: Vif-A3G binding inhibition | HeLa A3G-eYFP + Vif (tagged APOBEC3G with the HIV-1 protein that degrades it), YFP fluorescence, overnight | Potency, µM (top dose mostly 46.1 µM), without a hit: at the highest dose activity, negative = active, usual class: inhibitors | Q9HC16 | 410,000 tested, 0.076% active | AID 602310;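 note: potency is the fitted concentration of half-maximal effect; % is set by controls: 0 for no effect and ±100 for the full control effect; nearly all actives have a fitted effect of over 60% in size; hits raise eYFP signal because A3G escapes Vif-driven loss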
#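 Read-out is eYFP fluorescence (Ex 488/Em 500-530) from Vif-expressing HeLa A3G-eYFP cells; more signal means A3G escaped Vif-mediated degradation. Cells plated overnight, compound pinned in, incubated overnight at 37 deg C.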
# RXFP1 antagonist: RXFP1 (human) relaxin receptor antagonism; Q9HBX9; HEK293-RXFP1, relaxin-stimulated cAMP HTRF, 30 min; hits give low values; activity change, negative = inhibition, % at 57.5 µM; 350,000 tested, 0.59% active; AID 1259400;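 active = activity change of -60% or lower, but not beyond a set lower limit; inconclusive = change between -60% and -40%, or beyond the set limit; inactive = change above -40%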; note: % is set by controls: 0 for no effect and ±100 for the full control effect
# D1 antagonist: blocks dopamine activation of the human D1 receptor | HEK293 TREx D1 cells, calcium flux, dopamine EC80; hits give low values | activity change, negative = inhibition, % at 10 µM | P21728 | 360,000 tested, 3.2% active; in the data active = activity change below about -30%; note: % is set by controls: 0 for no effect and ±100 for the full control effect
#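 Cells carrying a force-coupled, tetracycline-inducible human D1 receptor report calcium flux. Each well gets a 10 s baseline, compound with 180 s monitoring, then an EC80 dopamine stimulus with a second 180 s kinetic read.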
# D1 agonist: agonists of human D1 dopamine receptor; activation, % at 2 µM; HEK293 T-REx D1 cells, calcium flux, agonist mode; P21728; 360,000 tested, 1% active; AID 504660; in the data active = activation above about 30%; note: 0% is about no effect
#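 Inducible HEK293 T-REx D1 cells, force-coupled to calcium signalling, were plated at 4000 cells/well with tetracycline and held overnight at 30 C. After no-wash calcium dye loading, compound-evoked calcium rise over 180 s flagged agonists.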
# Vif-A3F inh: Vif-A3F binding inhibition. AID 602313. Potency, µM (titrated, usually from 46.1 µM), for inactives: top-dose activity, negative = active. HeLa A3F-eYFP + Vif (tagged APOBEC3F with the HIV-1 protein that degrades it), YFP fluorescence increase. 390,000 tested, 0.2% active; note: potency is the fitted concentration of half-maximal effect; % of control where 0% means no effect; nearly all actives have a fitted effect of over 65% in size
#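 HeLa cells stably expressing A3F-eYFP plus Vif, plated and incubated overnight at 37 deg C, then exposed to compounds overnight at 37 deg C. Blocked degradation read as raised yellow fluorescence (Ex 488/Em 500-530).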
# D2 potentiator: D2 dopamine receptor (human) potentiation. P14416. HEK293 T-REx D2, calcium flux, EC20 dopamine potentiation. AID 485347. potentiation, % at 10 µM. 340,000 tested, 0.34% active;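 active = potentiation over 3 SD above the plate norm, cut at about 30% in these data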; note: 0% is about no effect
#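 Using a no-wash calcium dye in inducible, force-coupled HEK293 Trex cells expressing D2, we tracked fluorescence each second for 180 s after compound, then for 180 s after EC20 dopamine to detect augmented signalling.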
# Starred values were filed as active, the others as inactive; ? = inconclusive; / = not tested or not shown. Unless noted, calls come from the whole dose curve; as a rule, active = well fitted curve in the direction sought with a large enough effect; inconclusive = small, poorly fitted or top-dose-only effect, or another doubt; inactive = no such curve, though single readings can be large; an effect the other way counts as inactive or inconclusive. A portion of the library; the hit share may differ from the screen's.
SMILES,D1 PAM,RXFP1 ag,Glioma ERSR ind,Vif-A3G inh,RXFP1 antagonist,D1 antagonist,D1 agonist,Vif-A3F inh,D2 potentiator
Cc1cccc(NC(=O)C2CCN(S(=O)(=O)c3c(C)noc3/C=C/c3ccco3)CC2)c1,4,-1.4%,1%,-3%,-18,-6,1,-29%,3
Nc1nnc(SCC(=O)NN2C(=O)NC3(CCCCC3)C2=O)s1,5,0.7%,-1%,1%,-7,11,0,-1%,-22
O=C(O)C(Cc1ccccc1)N1C(=O)/C(=C/c2cccs2)SC1=S (stereo not given),0,3.0%,-1%,-1%,3,12,3,3%,1
COc1ccc(NC(=O)C(=O)NNC(=O)COc2ccc(Cl)cc2)c(OC)c1,-6,1.2%,-3%,0%,1,-8,3,-4%,-2
CSc1ccccc1C(=O)OCC(=O)Nc1ccc(N2CCOCC2)cc1,/,/,-2%,1%,-8,/,/,2%,/
CCOc1ccc(NC(=O)CSc2cn(CCNC(=O)c3ccccc3F)c3ccccc23)cc1,-2,2.0%,-2%,-8%,/,-1,1,-2%,21
C=Cc1cnc([N+](=O)[O-])n1C,/,/,-2%,5%,-5,/,/,-3%,/
O=c1c2ccccc2c(/C=N/n2cnnc2)c(O)n1-c1ccccc1F,-9,12%,-3%,-3%,-12,15,1,-3%,-5
O=c1oc(C2(O)CCCCC2)cc2ccc(/C=C/c3ccc(F)cc3)cc12,-2,3.0%,-1%,3%,/,/,12,0%,7
CCOC(=O)C1CCN(C(=O)CN(c2ccc(OC)cc2)S(=O)(=O)c2c(C)noc2C)CC1,0,0.5%,-6%,-2%,/,-12,0,-2%,/
O=C1CSC2(C(=O)N(Cc3cccc(C(F)(F)F)c3)c3ccccc32)N1c1ccc(F)c(F)c1 (stereo not given),-3,-1.1%,-6%,6%,/,-2,10,7%,-3
CN(C)C(=O)CS(=O)(=O)c1ccc(Cl)cc1,0,1.7%,-2%,0%,-5,-14,3,4%,5
COCCn1cnc2c1c(=O)n(CC(=O)NCC(F)(F)F)c(=O)n2Cc1ccccc1,0,-0.7%,?,1%,19,9,0,5%,2
COc1cc(OC)c(-c2nn3c(-c4cccnc4)nnc3s2)cc1OC,3,?,/,/,/,-5,3,/,-6
CCn1c(=O)cc(SCC(=O)NCCCN2CCN(c3ccc(F)cc3)CC2)c2ccccc21,2,11%,1%,1%,38,-3,2,-19%,-26
COC(=O)c1scc(C)c1N/N=C(\C)c1ccc(F)cc1,1,0.3%,-1%,-1%,-4,6,2,3%,2
O=C(NNC(=O)c1cc([N+](=O)[O-])ccc1Cl)c1cccs1,-4,-1.4%,2%,-10%,2,-22,0,5%,-4
CCOC(=O)c1ccc(N2CCN(c3cccc(OC)c3)CC2)c(NC(=O)Nc2ccc(OCC)cc2)c1,0,?,-2%,-2%,11,-15,-1,4%,13
Cc1ccc(-c2nn(C)c(=O)c3ccccc23)cc1S(=O)(=O)N1CCCC1,9,-0.5%,-5%,2%,/,-3,-1,5%,8
Cc1nc(N2CCCC2)c2c(C(=O)N3CCN(c4cc(Cl)ccc4C)CC3)c(C)oc2n1,3,-1.1%,-6%,-3%,-1,3,-1,-8%,-7
N#C/C(=C(/O)COc1ccc(Br)cc1)c1nnc2n1CCCCC2,15,3.9%,0%,-4%,3,9,3,1%,1
Cc1ccc2cccc(NC(=S)NC(=O)c3ccnn3C)c2n1,-5,1.0%,-3%,-7%,10,3,3,-10%,3
O=C(NCc1ccco1)c1cc2cc(Br)ccc2o1,-12,-2.6%,5%,2%,-6,-19,1,-7%,-4
CCCCN(CC)C(=O)c1cc2c(=O)n3ccccc3nc2n1C,-3,1.4%,0%,-7%,23,2,0,8%,7
O=C(O)CCCn1cc(NC(=O)COc2cccc(Cl)c2)cn1,2,-2.2%,-5%,0%,-9,-2,3,-7%,17

# Ordered by length of the SMILES (rising): some entries from above.
SMILES,D1 PAM,RXFP1 ag,Glioma ERSR ind,Vif-A3G inh,RXFP1 antagonist,D1 antagonist,D1 agonist,Vif-A3F inh,D2 potentiator
CN(C)C(=O)CS(=O)(=O)c1ccc(Cl)cc1,0,1.7%,-2%,0%,-5,-14,3,4%,5
Cc1ccc2cccc(NC(=S)NC(=O)c3ccnn3C)c2n1,-5,1.0%,-3%,-7%,10,3,3,-10%,3
O=C(O)CCCn1cc(NC(=O)COc2cccc(Cl)c2)cn1,2,-2.2%,-5%,0%,-9,-2,3,-7%,17
Nc1nnc(SCC(=O)NN2C(=O)NC3(CCCCC3)C2=O)s1,5,0.7%,-1%,1%,-7,11,0,-1%,-22
O=c1c2ccccc2c(/C=N/n2cnnc2)c(O)n1-c1ccccc1F,-9,12%,-3%,-3%,-12,15,1,-3%,-5
O=C(O)C(Cc1ccccc1)N1C(=O)/C(=C/c2cccs2)SC1=S (stereo not given),0,3.0%,-1%,-1%,3,12,3,3%,1
O=c1oc(C2(O)CCCCC2)cc2ccc(/C=C/c3ccc(F)cc3)cc12,-2,3.0%,-1%,3%,/,/,12,0%,7
COc1ccc(NC(=O)C(=O)NNC(=O)COc2ccc(Cl)cc2)c(OC)c1,-6,1.2%,-3%,0%,1,-8,3,-4%,-2
CCOc1ccc(NC(=O)CSc2cn(CCNC(=O)c3ccccc3F)c3ccccc23)cc1,-2,2.0%,-2%,-8%,/,-1,1,-2%,21

# More records
SMILES,D1 PAM,RXFP1 ag,Glioma ERSR ind,Vif-A3G inh,RXFP1 antagonist,D1 antagonist,D1 agonist,Vif-A3F inh,D2 potentiator
CCOC(=O)C1=C(CN2CCN(c3ccc(Cl)cc3)CC2)NC(=O)NC1c1ccc(OC)cc1 (stereo not given),-5,-2.9%,-3%,-3%,-8,16,1,0%,-8
CCc1nnc(SCc2c(F)cccc2Cl)c2cc3sccc3n12,7,3.7%,-2%,-1%,3,5,1,10%,-8
CCOc1ccc(C(=O)CSc2nnc(C3CC3)n2C)cc1,-1,1.2%,0%,1%,-11,0,2,12%,-3
Cc1c(Cl)ccc2sc(N3CCN(C(=O)C4=COCCO4)CC3)nc12,-3,-0.5%,-1%,1%,-21,-13,4,3%,-24
CCn1nc(C)cc1C(=O)N1CCCC(C(=O)c2ccc(OC)cc2C)C1 (stereo not given),7,0.0%,-2%,-1%,0,6,6,-1%,-3
O=C1CN(c2nc(-c3ccccc3)c3cc(Br)ccc3n2)c2ccccc2N1,0,5.5%,/,/,/,-3,1,/,-25
Cc1cc(C)n2cc(CSc3nnc(N)s3)nc2n1,-6,2.3%,0%,1%,-16,-3,3,0%,-4
CCOC(=O)C1=C(CN(CC)Cc2ccccc2)NC(=O)NC1c1ccc(Cl)cc1 (stereo not given),1,3.8%,-2%,-4%,/,-6,5,-15%,2
CC1C(=O)C(C)C(c2ccc([N+](=O)[O-])cc2)NC1c1ccc([N+](=O)[O-])cc1 (stereo not given),6,-1.3%,-2%,-1%,-9,-8,3,2%,-6
C/C(=N\NC(=O)c1ccco1)c1cc(Cl)sc1Cl,-4,1.6%,12%,1%,-5,-1,2,-5%,-10
Cc1ccc2nc(SCC(=O)NC3CCCCC3)nc(=O)n2c1,2,27%,-4%,1%,3,-11,2,0%,-4
COc1ccc(C(=O)CSc2ncnc3nc[nH]c23)cc1,-7,12%,4%,-1%,2,-7,4,-15%,7
Cc1cccc2c(=O)n3c(cc12)-c1[nH]c2ccccc2c1CC3,/,/,-2%,-26%,-5,/,/,22µM*,/
O=C(Nc1c2ccccc2nc2ccccc12)C(Cl)(Cl)Cl,/,3.9%,-1%,4%,9,/,/,2%,/
N#CCCN(C(=O)COC(=O)c1ccc(Cl)nc1)c1ccc2c(c1)OCCO2,/,/,-3%,1%,-8,/,/,0%,/
Cc1cnc(C(=O)Nc2ccc(F)cc2)cn1,-3,0.9%,0%,-1%,4,-1,3,-1%,12
COc1ccc(-c2cc(C(=O)N(C)CC(=O)Nc3ccccc3Br)c3ccccc3n2)cc1OC,-7,3.4%,1%,-23%,14,-21,2,-17%,-3
Cc1ccc(NC(=O)Cn2ccsc2=N)c([N+](=O)[O-])c1,0,1.2%,5%,-4%,-2,-1,3,12%,-4
CC1(C)CC(=O)C2=C(C1)Nc1ccccc1NC2c1ccccc1F (stereo not given),-2,-0.5%,-4%,2%,0,-4,-2,-1%,6
Cc1ccc(OCCC(=O)OCC(=O)N2CC(=O)Nc3ccccc32)cc1,-4,-0.1%,?,0%,10,0,3,9%,8
CCc1ccc(NC(=O)c2ccc3oc(=O)n(Cc4ccccc4)c3c2)cc1,1,0.3%,-2%,6%,/,7,5,4%,6
Cc1cc(C)c(NC(=O)C2CCN(c3nn4c(=O)cc(C)nc4s3)CC2)c(C)c1,3,28%,-2%,5%,/,15,-1,10%,/
N#CCCN(C(=O)COc1ccc(Cl)cc1Cl)c1ccccc1,-4,0.2%,-3%,1%,/,-3,2,6%,-10
O=C(NCCc1ccccc1F)C1CC(O)CN1C(=O)Nc1ccccc1 (stereo not given),5,-0.7%,-3%,-5%,-5,5,3,2%,6
CCOC(=O)C1CCN(C(=O)Cc2c(F)cccc2Cl)CC1,1,2.3%,-4%,-3%,-3,20,3,-9%,21
COc1ccccc1-c1cc(C(F)(F)F)nc(N2CCCCC2)n1,2,-0.7%,-3%,0%,11,4,2,0%,5
Cc1cc(C)c(S(=O)(=O)NCCSCc2ccco2)c(C)c1,-6,-0.5%,-4%,-1%,-9,0,2,-9%,6
CCOc1ccc2c(c1)N(C(=O)CN1C(=O)CCC1=O)C(C)(C)C=C2C,3,2.1%,-3%,1%,-5,4,1,-6%,-6
CCCC1CC(C)(/C(C)=N\NC(N)=S)OC1=O (stereo not given),0,0.7%,-3%,5%,-5,-14,5,-19%,6
